Assay outcomes as filed in PubChem.
ERK EGF block = blocks ERK signaling stimulated by EGF; HEK293-V1b, EGF-stimulated phospho-ERK AlphaScreen; Potency, µM (titrated, usually from 11.5 µM), for inactives: at the top dose activity change, negative = inhibition, hits mostly inhibitors; actives 0.41% (n = 130,000); AID 1454; active means well fitted inhibition curve with a large enough effect; inconclusive means small, poorly fitted or top-dose-only effect, or effect the other way;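 further: plate controls were stimulated vehicle wells for no effect and unstimulated vehicle basal for full effect; nearly all actives have a fitted effect of over 55% in size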
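Homogeneous cell-based phospho-ERK assay: HEK293/V1b cells in 1% FBS, compound 30 min then EGF 5 min, AlphaScreen luminescence. Activity normalized between DMSO and 25 nM EGF controls; AC50 from Hill modelling.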
Numbers without * were called inactive; ? = inconclusive; & = joins results of further samples; [ ] = remark or other dose. Potency means the concentration at half of the fitted maximal effect. The list is partial; count on the stated rates, not on these rows.

Compound | ERK EGF block
COc1ccccc1NC(=O)C1=C(C)NC(SCC(=O)Nc2ccc(C(=O)O)cc2)=C(C#N)C1c1cccs1 (centres undefined) | -12.7%[57.5 µM]
O=C(Nc1cccc(CCc2ccccn2)c1)c1ccc(Cl)cc1 | -0.1%
O=C(C1=C[C@H](c2ccc3c(c2)OCO3)C[C@H](OCCCCO)O1)N1CCN(Cc2ccc3c(c2)OCO3)CC1 | 5.0%[57.5 µM]
COc1cccc(/C=C/c2ccc3ccccc3n2)c1OC(C)=O | ?
O=C(NCc1ccccc1)C1=C[C@@H](c2csc3ccccc23)C[C@@H](OCc2ccc(CO)cc2)O1 | ?
N#C/C(=C(/O)c1cccs1)c1nnc2n1CCCCC2 | -1.8%
Cc1ccc(N(Cc2cc(=O)[nH]c3ccccc23)C(=O)C(C)C)cc1 | 4.5%[57.5 µM]
O=C1CSC(=S)N1/N=C/c1ccc(O)c(O)c1O | -0.7%[57.5 µM]
O=C(COc1ccc(/C=N/NS(=O)(=O)c2ccccc2)cc1)N1CCOCC1 | -8.0%
CC(Sc1ncc(C(F)(F)F)cc1Cl)C(=O)NC(N)=O (centres undefined) | -4.7%
CC(C)N(C1=CC(=O)OC12CCCCC2)C(C)C | 8.9%[57.5 µM]
CS(=O)(=O)N1CCN(c2ccc([N+](=O)[O-])c(NCc3cccnc3)c2)CC1 | 0.5%
CCc1ccc(OCCOCC(O)CN(CCO)CCO)cc1 (centres undefined) | 3.2%
CCOc1ccc(CN(C)CC(=O)Nc2cc(C)c(C)cc2[N+](=O)[O-])cc1 | 8.0%
Cc1cccc(C2Nc3ccccc3C(=O)N2c2ccc(F)cc2)n1 (centres undefined) | 22.7%
O=S1(=O)CCC(NC(=S)N2CCCCCC2)C1 (centres undefined) | -4.4%
Cc1cc(NC(=O)CSc2nnc(-c3cccnc3)n2Cc2ccccc2)no1 | 2.9%
CCOC(=O)c1ccc(NC(=O)COc2ccccc2CNCCO)cc1 | -0.1%
O=C(NN1CCN(Cc2ccccc2Cl)CC1)c1ccc(Br)cc1 | -4.0%
CC1CCCCC1NC(=O)c1cc2ccccc2o1 (centres undefined) | -10.0%
FCCCOc1ccc(-c2ccnc3ncnn23)cc1 | -4.7%
O=[N+]([O-])c1ccc(O)c(C=Nc2ccc3oc(Cc4ccc(Cl)cc4)nc3c2)c1 | -4.3%
CC(=O)/C(=C(/O)c1ccccc1)c1nc2ccccc2[nH]1 | 1.0%
CCN(CC)C(=O)CSc1ncnc2sccc12 | 2.6%
CCc1ccc(N(C(=O)c2csnn2)C(C(=O)NC(C)(C)C)c2ccccn2)cc1 (centres undefined) | 10.2%
C=CCOc1c(CNc2ccc(C(=O)O)cc2)cccc1OC | -3.3%
COCCSc1nnc(NS(=O)(=O)c2ccc(C)cc2)s1 | 5.9%
OC1(c2cccc(C(F)(F)F)c2)CCN(c2ccc(-c3ccccc3)nn2)CC1 | 1.8%
O=C1CCCC(=O)C1=Cc1c[nH]c2ccccc12 | -5.3%[57.5 µM]
CC1(C)CN=C(N(Cc2ccccc2)C(=O)Nc2ccccc2)S1 | 3.9%
CCOc1ccccc1NC1=NC2CS(=O)(=O)CC2S1 (centres undefined) | 23.4%[57.5 µM]
CN(C)c1ccc(O)c2c1C[C@H]1C[C@H]3[C@@H](N(C)C)C(=O)C(C(N)=O)=C(O)[C@]3(O)C(=O)C1=C2O | -16.6%[25.7 µM]
CCOC(=O)c1c(O)c2c([nH]c1=O)CCCC2 | -2.7%[57.5 µM]
O=Cc1cn[nH]c1-c1ccccc1 | -5.0%
CCNC(=O)c1c(NC(=O)c2cc(-c3cc(C)ccc3O)n[nH]2)sc2c1CCCC2 | -3.5%
CCC/C=C(\CCC)C(NS(=O)(=O)c1cccc2cccnc12)c1ccc(C(=O)OC)cc1 (centres undefined) | -0.1%&17.4%
CC(=O)C1CCC2C3CCC4=CC(=O)CC[C@]4(C)[C@@]3(F)C(O)C[C@]12C (some centres undefined) | 8.8%[57.5 µM]
CN(C)CCn1c(=O)n(-c2cccc(Cl)c2)c(=O)c2c3c(sc21)CCCCC3 | -1.7%[57.5 µM]
Cc1ccnc(NS(=O)(=O)c2cccc([N+](=O)[O-])c2)c1 | -8.7%[57.5 µM]
COCCCn1c(SCC(=O)c2ccccc2)nc2ccccc2c1=O | -1.2%
O=C(Nc1ccc(-c2cnco2)cc1)c1ccc(Cl)cc1 | 7.8%[57.5 µM]
O=C1CC(N2CCN(Cc3ccccc3)CC2)C(=O)N1 (centres undefined) | -15.3%
COc1ccc(S(=O)(=O)Nc2nnc(Cc3ccc(OC)c(OC)c3)s2)cc1 | 32.4%
O=C(COC(=O)c1cc[n+]([O-])cc1)Nc1ccc(F)c([N+](=O)[O-])c1 | 4.3%
Cn1nc(C(F)(F)F)c(-c2ccccc2)c1NC(=O)c1ccco1 | -1.8%[57.5 µM]
COc1ccc(NC(=S)NN2CCN(C)CC2)cc1OC | -4.3%
Cn1cccc1/C=C1\SC(=O)N(c2ccccc2)C1=O | 5.2%
O=C(O)c1ccc(N2C(=O)C3C4c5ccccc5C(Br)(c5ccccc54)C3C2=O)cc1 (centres undefined) | -6.3%
O=C1Cc2ccccc2N1c1c(Cl)cccc1Cl | -11.3%
O=C(CCCO)NC1Cc2ccccc2C1 | 0.1%[57.5 µM]
COc1ccc(OC)c2[nH]c(=O)c(CCNC(=O)Cc3cccs3)cc12 | -3.3%
CCOC(=O)C1CCN(C(=O)C(C)N(c2ccc(Oc3ccccc3)cc2)S(C)(=O)=O)CC1 (centres undefined) | ?
CCOc1ccc(C(=O)Nc2nc(C)cc(C)n2)cc1[N+](=O)[O-] | 7.2%
O=[N+]([O-])c1ccc(OCCn2cnc3ccccc32)cc1 | 0.9%
COc1ccc(C(CCN)Cc2ccccc2)cc1 (centres undefined) | 4.0%
CN1C(C(=O)NCc2cccc(Br)c2)CC2Cn3c(nc4cc5ccccc5cc43)C21 (centres undefined) | 8.1%[57.5 µM]
O=C(NC1CCN(Cc2ccccc2)CC1)C(NS(=O)(=O)c1cccc2nsnc12)c1ccccc1 (centres undefined) | 25.7%[57.5 µM]
O=C(CCS(=O)(=O)c1ccc(Cl)cc1)Nc1ccc(N2CCOCC2)cc1 | -1.0%[57.5 µM]
CCN(CC)C(=O)COc1cc(C)c(Cl)c(C)c1 | -3.2%
CCCOc1ccc(C(=O)Nc2ccc(N3CCN(C(C)=O)CC3)cc2)cc1 | 5.5%

The list continues:
Compound | ERK EGF block
CC1CC(C)CN(S(=O)(=O)c2ccc(C(C)(C)C)cc2)C1 (centres undefined) | -12.6%
O=C(NCc1ccccc1)C(=O)Nc1nc(-c2ccccc2)cs1 | -7.8%[57.5 µM]
CCOC(=O)C1CCN(c2nc(-c3ccc(Br)cc3)nc3ccccc23)CC1 | 0.9%
Cn1c(SCC(=O)NCCc2ccc(S(N)(=O)=O)cc2)nc2ccccc2c1=O | 0.8%
O=C(Cc1ccccc1)NCC(=O)N1CCCCC1 | -7.4%
Cc1ccc(C)c(N2CCN(C(=O)c3cc4ccccn4n3)CC2)c1 | -0.9%
COc1ccc(Cl)c(OC)c1C(=O)NC(=O)Nc1c(F)cc(F)cc1F | -2.1%[57.5 µM]
COc1ccc(OC)c(C2C(C(=O)c3ccccc3)=C(C)Nc3nc4ccccc4n32)c1 (centres undefined) | -3.2%
C[C@@]1(C2CCCC2)Cc2cc(OCC(=O)O)c(Cl)c(Cl)c2C1=O | 12.9%
CCOC(=O)C1CCCN(C(=O)COC(=O)c2ccc(C#N)cc2)C1 (centres undefined) | -7.6%
CCOC(=O)C(C)Oc1ccc(OCc2ccccc2)cc1 (centres undefined) | -0.8%
COc1ccc(O)c(C(=O)c2cnc3nc4ccccc4n3c2)c1 | -5.5%
O=C(Cc1ccccc1)NC(=S)Nc1ccc2oc(-c3ccccc3)nc2c1 | 10.5%
CCC(CC)c1nnc(NC(=O)C2CC(=O)N(c3ccc4c(c3)OCCO4)C2)s1 (centres undefined) | 13.0%
CCOC(=O)CNC(=O)N1CCCC(C(=O)c2ccccc2SC)C1 (centres undefined) | 6.5%
CC(C)(C)c1ccc(COC(=O)Nc2ccc(F)cc2)cc1 | 21.8%
CC(=O)Nc1cccc(/C(C)=N/NC(=O)c2ccc(Cl)cc2Cl)c1 | -4.7%
Cc1cc(C)n2ncc(C(=O)Nc3cccc(O)c3)c2n1 | -6.7%
CN1C(=O)C(/C(N)=N/NC(=O)c2ccccc2)C2CC1(C)Oc1ccccc12 (centres undefined) | -4.0%
O=C(NCC1(c2ccccc2)CCCC1)c1ccco1 | 1.1%
CC1CN(c2ccc([N+](=O)[O-])c(NCCOc3ccccc3)c2)CCN1 (centres undefined) | 4.5%
CCO[C@H]1OC(C(=O)NCc2ccccc2)=C[C@@H](c2coc3ccccc3c2=O)[C@@H]1CCCO | -1.6%[57.5 µM]
COc1ccc(NC(=O)c2oc3ccccc3c2NC(=O)C2CCCO2)cc1OC (centres undefined) | -1.3%
CC(=O)Nc1ccc(Oc2ccc(NC(C)=O)c(NC(C)=O)c2)cc1 | -3.4%
C/C(=N\N=C(N)N)c1ccc(C)c(C)c1 | 4.2%[57.5 µM]
COC(=O)c1ccccc1-n1cccc1C(=O)NP(=O)(N1CCOCC1)N1CCOCC1 | -10.0%
Cc1c(NC(=O)CN2CCN(c3ccc([N+](=O)[O-])cc3)CC2)c(=O)n(-c2ccccc2)n1C | 18.3%
Cn1c(N)c(C(=O)COC(=O)C(Cc2ccccc2)NC(=O)c2ccccc2)c(=O)n(C)c1=O (centres undefined) | -6.4%
Cc1cc(N2CCOCC2)n2cc(-c3ccc(F)cc3)nc2n1 | -1.5%
O=C1NC(=S)N(C(=O)c2ccc(F)cc2)/C1=C/c1cccnc1 | 10.2%[57.5 µM]

Part of the list above, field by field:
COc1ccc(Cl)c(OC)c1C(=O)NC(=O)Nc1c(F)cc(F)cc1F
  ERK EGF block = -2.1%[57.5 µM]

O=C(Cc1ccccc1)NC(=S)Nc1ccc2oc(-c3ccccc3)nc2c1
  ERK EGF block = 10.5%

O=C(NCC1(c2ccccc2)CCCC1)c1ccco1
  ERK EGF block = 1.1%

Next records follow:
Compound | ERK EGF block
COc1ccc(/C=N/Nc2nc3ccccc3[nH]2)cc1OC | -3.5%
COC(=O)NNC(=O)/C=C/c1ccccc1 | 7.3%
COc1ccc(-c2cc(C(=O)O)c3sc(N4CCCCC4)nc3n2)cc1OC | 4.0%
O=C(NCCCc1ccccc1)c1cc([N+](=O)[O-])ccc1Cl | 0.4%
N#CC1=C(N)N2C(=C(C#N)C1c1cccc(Br)c1)Nc1ccccc12 (centres undefined) | ?
C/C(=N\NC(=O)c1c(-c2ccccc2Cl)noc1C)c1cccc(NC(=O)C(C)C)c1 | 11.4%
C=CCNC(=O)/C(C#N)=C\c1cc(Cl)c(OCC)c(OC)c1 | 3.2%
COc1cccc(NC(=O)c2ccc(NCCCN3CCC(C)CC3)c([N+](=O)[O-])c2)c1 | -1.1%
NC(=O)C1CCN(CC(O)CSc2ccccc2)CC1 (centres undefined) | 0.7%[57.5 µM]
Cc1cc(C)nc(/N=C(\N)Nc2ccc(S(=O)(=O)Nc3nc(C)cc(C)n3)cc2)n1 | 9.2%
NC(=O)/C=C/C(=O)Nc1ccc(Cl)cc1 | 5.2%
CCOc1ccc(N2C(=O)CC(N(Cc3ccco3)C(=O)CC)C2=O)cc1 (centres undefined) | -8.7%
Cc1ccc(C(=O)N/C(=C\c2cccc([N+](=O)[O-])c2)C(=O)OCN2C(=O)c3ccccc3C2=O)cc1 | 1.9%
CC1=NNC(=O)C1CC(=O)N/N=C/C=C/c1ccccc1 (centres undefined) | ?
COc1cccc2cc(-c3ccnc(N)n3)oc12 | 0.7%
O=C(N1CCCCC1)C1(c2ccccc2)CCOCC1 | 1.3%[57.5 µM]
CC1=CC2CC1C1C(=O)N(c3ccc(S(=O)(=O)Nc4nc(C)cc(C)n4)cc3)C(=O)C21 (centres undefined) | -0.1%
Cc1cc(C)nc(NS(=O)(=O)c2ccc(NC(=O)c3ccc(N4C(=O)CCC4=O)cc3)cc2)n1 | -4.4%
Cc1ccc(S(=O)(=O)Nc2ccc(N(C)S(=O)(=O)c3ccc(C)cc3)cc2)cc1 | -6.2%[57.5 µM]
CC1(c2nnc(-c3ccncc3)o2)CC(c2ccc([N+](=O)[O-])cc2)=NO1 (centres undefined) | -9.2%[57.5 µM]
COc1cc(/C=C(\CC(=O)O)c2nc3ccccc3s2)cc(OC)c1O | 0.1%
COC(=O)/C=C1/N/C(=N\c2nc(C)cc(C)n2)N(c2ccccc2)C1=O | 4.3%
O=C(Cn1c(=O)[nH]c2ccsc2c1=O)N1CCN(c2ccc(F)cc2)CC1 | -1.0%
O=C(CNC(=O)c1ccccc1)NCC(=O)OCC(=O)c1ccc([N+](=O)[O-])cc1 | 5.4%
Clc1ccccc1CNc1nc2ccccc2n2cnnc12 | -18.1%[57.5 µM]
CC(=O)Nc1nnc(COc2ccccc2)s1 | -5.1%
CC[n+]1ccc(C)c2cc(P(=O)(c3ccccc3)c3ccccc3)ccc21 | -0.8%
CN(C)c1ccc(C(C#N)c2ccccc2)nn1 (centres undefined) | 1.8%
